TAAR1 ag: human TAAR1 agonism | Q96RJ0 | CHO RD-HGA16 TAAR1, Fluo-8 calcium fluorescence; vehicle wells 0%, saturating PEA agonist 100% | activation, % at 3 µM | actives 0.99% (n = 360,000) | AID 624467;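 active = activation above the mean activation of all test compounds in the run plus 3 SD, cut at about 38% in these data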
Target sequence (Q96RJ0 whole entry, looked up): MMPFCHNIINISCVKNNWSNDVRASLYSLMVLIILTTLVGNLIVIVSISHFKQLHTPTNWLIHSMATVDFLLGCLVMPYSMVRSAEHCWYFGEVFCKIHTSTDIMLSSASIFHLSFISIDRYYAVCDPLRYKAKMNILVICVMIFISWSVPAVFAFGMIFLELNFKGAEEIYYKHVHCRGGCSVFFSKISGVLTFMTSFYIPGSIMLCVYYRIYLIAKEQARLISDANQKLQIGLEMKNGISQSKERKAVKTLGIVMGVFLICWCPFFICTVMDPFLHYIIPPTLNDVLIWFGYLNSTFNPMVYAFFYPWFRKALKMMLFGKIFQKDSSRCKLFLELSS
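System: CHO-derived RD-HGA16 cells with stable Gα16 and human TAAR1 / Times: 17-24 h plating, Fluo-8 75 min 37 °C, 30 min RT / Technique: calcium-sensitive Fluo-8 signal, excitation 470-495, emission 515-575 nm / Measure: % activation relative to PEA EC100 response / Benchmarks: DMSO and PEA EC100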
M1 ag: human M1 muscarinic receptor agonism; activation, % at 3 µM; CHO-K1 hM1, Fluo-8 calcium fluorescence, agonist mode; 0% DMSO, 100% acetylcholine EC100; actives 0.33% (n = 360,000);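 active = activation above the run's mean compound activation plus 3 SD, cut at about 16% in these data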;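 note: peak over basal fluorescence ratio within a 140 s kinetic read after compound addition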
TAAR1 antagonist: human TAAR1 antagonism | actives 1.5% (n = 360,000) | CHO RD-HGA16 TAAR1, Fluo-8 calcium fluorescence, antagonist | inhibition, % at 3 µM;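 active = inhibition above a per-plate cutoff, the mean inhibition of test compounds on that plate plus 3 SD, cut at about 49% in these data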;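 note: 0% = DMSO plus EC80 beta-PEA response and 100% = DMSO alone without agonist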
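Assay system: RD-HGA16 CHO cells with stable hTAAR1 and Gα16 / Reagent: EC80 β-phenethylamine stimulus / Doses: 3 µM, single point / Timing: dye loading 75 min at 37 °C, then 30 min room temperature / Measured by: Fluo-8 intracellular calcium dye fluorescence, real-time kinetic reads / Controls: vehicle wells and EC80 agonist wells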
CHO-K1 Ca PAM: nonselective activator or artifact in parental CHO-K1 calcium assay; ATP EC20, Fluo-8 calcium fluorescence; 0% at ATP EC20, 100% at ATP max; activation, % at 3 µM; actives 0.02% (n = 360,000); AID 602247;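 active = activation above the run cutoff, the mean activation of all test compounds plus 3 SD, cut at about 40% in these data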;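 note: peak over basal fluorescence ratio in a 140 s read after ATP addition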
CHO-K1 Ca antag: nonselective inhibitor or artifact in parental CHO-K1 cells; inhibition, % at 3 µM; actives 0.6% (n = 360,000); ATP-induced calcium, Fluo-8 fluorescence;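 active = inhibition above a per-plate cutoff, the plate's mean sample inhibition plus 3 SD, cut at about 24% in these data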;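 note: 0% = DMSO plus EC80 ATP and 100% = DMSO alone without ATP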
CHO parental Ca: counter-screen for OX1R antagonists: effect in parental CHO cells. parental CHO-K1, ATP-induced calcium, Fluo-8 fluorescence. inhibition, % at 5.6 µM. actives 0.63% (n = 330,000). AID 463079;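 active = inhibition above that plate's mean sample inhibition plus 3 SD, cut at about 26% in these data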;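 note: 0% = ATP-challenged DMSO wells and 100% = DMSO wells without ATP; some compounds past the cut are filed as inactive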
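Test system: untransfected parental CHO cell line. Compound: one dose, 5.6 µM nominal. Detection: intracellular calcium via Fluo-8 no-wash fluorescent dye. Measure: % inhibition. Benchmarks: ATP-challenged DMSO wells low, unchallenged DMSO wells high.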
CHRM1 antagonist: blocks human M1 muscarinic receptor; CHO-K1 hM1, Fluo-8 calcium fluorescence, ACh EC80 antagonist; inhibition, % at 3 µM; P11229; AID 588852; actives 1.3% (n = 360,000);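 active = percent inhibition above its own plate's cutoff, namely the mean of that plate's compound wells plus 3 SD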;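 note: peak over basal fluorescence ratio during 140 s after agonist addition; 0% = ACh EC80 plus DMSO and 100% = DMSO alone without agonist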
M1 ag parental: counter-screen for M1 agonists: effect in parental CHO-K1 cells; activation, % at 3 µM; AID 602248; actives 0.48% (n = 360,000); Fluo-8 calcium fluorescence; scaled to maximal ATP response, vehicle zero; in the data active = activation above about 15%;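 note: untransfected CHO-K1 host cells lacking M1 receptor as counterscreen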
OXTR potentiate: potentiators of human oxytocin receptor; CHO-OTR cells, Fluo-8 calcium fluorescence, potentiator mode; 0% = oxytocin EC15, 100% = EC100; AID 2445; actives 0.061% (n = 320,000); activation, % at 3 µM;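 active = activation above that plate's cutoff, the mean activation of tested compounds plus 3 SD, cut at about 6.6% in these data, passing the limit was not always enough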;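 note: 100% uses oxytocin at 75 nM as the full agonist control; some results filed as inactive read as strong as hits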
Target sequence (P30559 whole entry, looked up): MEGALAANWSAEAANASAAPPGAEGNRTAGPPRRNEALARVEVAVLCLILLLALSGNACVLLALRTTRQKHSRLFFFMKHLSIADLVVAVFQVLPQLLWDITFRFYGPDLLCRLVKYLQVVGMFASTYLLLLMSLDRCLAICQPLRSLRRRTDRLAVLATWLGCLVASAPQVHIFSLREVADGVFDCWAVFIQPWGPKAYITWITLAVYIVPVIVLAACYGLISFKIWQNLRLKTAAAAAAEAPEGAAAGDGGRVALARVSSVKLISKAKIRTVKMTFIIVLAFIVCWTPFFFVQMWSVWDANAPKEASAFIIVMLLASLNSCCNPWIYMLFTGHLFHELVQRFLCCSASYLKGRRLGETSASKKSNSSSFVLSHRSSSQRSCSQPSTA
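Assay system: CHO cell line stably expressing human OTR. Reagent: EC15 oxytocin agonist. Dosing: single dose, 3.0 µM nominal final compound concentration. Timing: compound 6 min at room temperature before oxytocin, 100 s read. Signal: kinetic Fluo-8 calcium fluorescence. Controls: oxytocin EC15 low and EC100 high.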
* = called active by the depositor; . = no result given.

SMILES	TAAR1 ag	M1 ag	TAAR1 antagonist	CHO-K1 Ca PAM	CHO-K1 Ca antag	CHO parental Ca	CHRM1 antagonist	M1 ag parental	OXTR potentiate
O=C1CSC(=S)N1/N=C/c1ccc(C(F)(F)F)cc1	0.1	-1.2	-24.3	-0.2	-7.5	-2.2	-5.4	0.6	-8.7
CCC(NC(=S)NCc1ccccc1)C(=O)O (stereo not drawn)	11.6	-3.5	-1.4	5.9	-2.5	-7.8	-10.8	-0.1	-0.1
CCCn1cc(CN2CCC(n3nccc3NC(=O)C(OC)c3ccccc3)CC2)c(C)n1 (stereo not drawn)	1.7	-2.0	-9.1	-21.6	12.0	-14.2	14.2	0.7	-5.9
Oc1ccccc1-c1cc(-c2ccco2)[nH]n1	15.2	-3.2	-8.2	4.6	8.8	4.9	3.7	0.3	-4.7
COc1ccccc1C(CNC(=O)CNC(=O)c1ccc(C)c(C)c1)N1CCCC1 (stereo not drawn)	9.8	-7.8	-2.1	22.5	-6.1	-15.9	-14.1	1.2	-5.4
CN1CC(C(=O)O)Cc2c1ccc1ccccc21 (stereo not drawn)	0.7	-2.2	-4.4	-0.5	-0.7	-4.2	-10.2	-0.2	-3.5
Cc1cc(C)cc(-n2cc[nH]c2=S)c1	1.6	-7.2	-17.2	22.9	-3.2	5.4	-7.0	-0.3	-4.6
COc1cc(OC)c(S(=O)(=O)NC(C)C)cc1S(=O)(=O)NC(C)C	2.7	-5.9	-1.0	15.0	-2.7	-3.4	6.7	1.0	-3.2
COc1ccc(C(=O)OCC(=O)NCC2CCCCC2)c(OC)c1	0.5	-2.7	-0.2	-17.8	11.2	.	-1.6	0.1	.
COc1ccc(-c2sc3ccccc3c2-c2cc(OC)ccc2C=O)cc1	0.3	.	4.8	8.7	-17.6	.	.	1.2	.
CC1Oc2ccccc2N(CC(=O)N2CCc3ccccc32)C1=O (stereo not drawn)	0.2	-8.9	3.8	0.1	-7.5	-23.0	-4.8	-0.8	4.8
COc1ccc(CCN(C)C(=O)C2CCN(Cc3ccc(C)cc3)CC2)cc1OC	2.7	-4.2	23.2	9.3	-14.6	-2.1	-5.8	-0.1	-0.9
COc1ccc(C(=O)CCC(=O)Nc2ccc(Cl)cc2)cc1	4.5	-3.5	-10.4	20.9	-7.6	.	-14.8	-0.2	.
CCCn1c(SCc2ccc(C(=O)OC)o2)nc2ccccc2c1=O	10.6	-10.0	27.2	11.7	-21.1	-22.5	17.2	1.5	-3.4
CC(=O)c1ccc(NS(=O)(=O)c2c(C)cc(C)cc2C)cc1	4.6	-7.0	7.1	-1.4	13.2	1.9	0.7	0.8	-33.5
O=C(NCCc1ccccc1)C(=O)NCCC1CCCCN1S(=O)(=O)c1cccs1 (stereo not drawn)	2.7	-3.9	-5.2	-10.5	-4.7	-25.0	-11.8	1.4	-4.0
CCOC(=O)Cc1csc(NC(=O)c2ccc(F)cc2)n1	0.7	0.4	13.7	12.4	-5.8	-10.7	0.8	6.8	-19.0
CC(=O)/C=C1/SC(CC(=O)O)C(=O)N1c1ccccc1 (stereo not drawn)	4.7	-4.2	11.5	8.5	6.4	-3.2	-4.8	-0.2	0.9
CC(=O)N(C)c1ccc(N=Cc2cc3c(cc2[N+](=O)[O-])OCO3)cc1	0.0	-1.7	-14.0	26.2	-16.0	3.1	8.1	1.3	-4.7
Nc1cc(C(F)(F)F)cc([N+](=O)[O-])c1N	1.7	-4.2	-5.0	-22.1	18.2	-10.1	-2.4	-0.6	-4.2
COc1cccc(C2c3[nH]c4ccccc4c3CCN2Cc2cccn2-c2ncccn2)c1 (stereo not drawn)	10.0	-11.0	-2.9	7.0	-3.8	-20.8	-6.0	0.9	-5.9
C=CCSc1nnc2c(n1)[nH]c1c(C)cccc12	2.2	-6.5	6.8	22.3	-11.2	-6.0	0.4	6.5	-9.8
NC(=O)c1ccccc1[N+](=O)[O-]	4.7	-2.1	5.5	18.8	-10.3	-6.9	-9.5	2.2	0.1
CCN(CC(=O)Nc1c(F)cccc1F)C(=O)c1ccccn1	7.1	-3.1	2.8	9.1	4.9	1.1	2.4	-0.6	-8.3
COCCNc1nc2c(c(=O)n(C)c(=O)n2C)n1Cc1cccc(C)c1	5.2	-2.5	-17.3	21.6	-10.4	-0.8	4.7	1.1	-9.9
CCOC(=O)Cc1nnc(NCc2ccccc2)c2ccccc12	-2.0	-8.4	-17.2	-1.1	-5.5	-15.9	-2.4	0.3	-9.4
COc1ccc2c(CC(=O)OCC(=O)NC(N)=O)coc2c1	0.0	-2.6	-21.2	14.7	-13.7	-6.6	-11.7	0.7	-5.3
CCn1cc(C(=O)OCC(=O)c2cc(C)n(-c3ccccc3F)c2C)c(=O)c2ccc(C)nc21	-1.1	-7.5	5.8	6.8	-6.3	-23.5	-5.0	3.5	2.7
O=C(O)c1ccccc1CSc1nc2ccccc2s1	1.1	-1.3	-1.8	-1.2	-14.0	-0.8	7.4	0.2	7.4
C=CCC1Cc2c(cccc2[N+](=O)[O-])C(CC=C)N1 (stereo not drawn)	-1.5	-4.4	-4.2	14.9	-16.5	-3.5	-4.5	1.6	-6.8

Overlap with the part before: 3 compounds; new compounds follow.
SMILES	TAAR1 ag	M1 ag	TAAR1 antagonist	CHO-K1 Ca PAM	CHO-K1 Ca antag	CHO parental Ca	CHRM1 antagonist	M1 ag parental	OXTR potentiate
CCn1cc(C(=O)OCC(=O)c2cc(C)n(-c3ccccc3F)c2C)c(=O)c2ccc(C)nc21	-1.1	-7.5	5.8	6.8	-6.3	-23.5	-5.0	3.5	2.7
O=C(O)c1ccccc1CSc1nc2ccccc2s1	1.1	-1.3	-1.8	-1.2	-14.0	-0.8	7.4	0.2	7.4
C=CCC1Cc2c(cccc2[N+](=O)[O-])C(CC=C)N1 (stereo not drawn)	-1.5	-4.4	-4.2	14.9	-16.5	-3.5	-4.5	1.6	-6.8
CCOC1=C/C(=C/c2c(N)n3nc(CC(=O)N4CCCC4)sc3nc2=O)C=CC1=O	1.0	-1.9	-3.0	16.4	-11.6	-0.7	-5.8	1.1	0.1
Cc1ccc(OCCN2C(=O)NC3(CCc4ccccc4C3)C2=O)cc1 (stereo not drawn)	-2.5	-9.6	9.6	19.9	6.0	-10.2	-6.5	0.0	1.0
CCC(CO)Nc1ccn2nc(-c3ccccc3)cc2n1 (stereo not drawn)	2.6	4.4	-7.8	13.8	-17.5	.	-13.8	1.8	.
CC1CN(C(=O)CCNC(=O)c2ccc(Cl)cc2)CC(C)O1 (stereo not drawn)	-0.3	-2.6	-4.6	10.8	-8.4	-12.2	-9.0	-0.1	-1.2
O=c1[nH]c(S)nc2sc3c(c12)CCCC3	.	-4.0	.	-5.7	7.6	0.7	11.7	-0.3	-7.5
COc1ccc(N(C(=O)c2ccco2)C(C(=O)NC2CCCCC2)c2cccs2)cc1OC (stereo not drawn)	12.8	-3.6	2.1	18.8	-0.4	-31.3	-6.8	0.5	-7.6
Cc1ccc(CNC(=O)CN(C)S(=O)(=O)c2cccc3nsnc23)cc1	12.9	-2.9	-20.8	20.3	-6.2	-20.5	-3.8	5.6	-4.8
CCc1ccccc1NC(=O)Nc1ccon1	2.0	1.5	-17.0	15.5	-5.2	.	-4.8	-0.1	.
Cn1c(=O)[nH]c(=O)c2c1nc(N1CCCCC1)n2C/C=N/NC(=O)c1cc(Br)ccc1O	4.2	7.2	-18.3	-9.3	5.1	-13.0	-1.8	26.0*	-5.5
C[C@H](NC(=O)c1ncn(C)c1C(=O)N[C@@H](C)c1ccccc1)c1ccccc1	5.5	-3.5	8.6	9.6	-14.4	-25.2	4.5	0.3	2.0
N/C(=N\OC(=O)CCCc1ccccc1)c1cccnc1	0.8	-4.4	-12.4	-3.1	13.2	-13.3	7.2	8.0	-2.6
Cc1nn(Cc2ccc([N+](=O)[O-])cc2)c(=O)n1-c1ccc(F)cc1	6.3	-3.8	-5.4	17.5	-5.1	0.2	-7.9	0.6	-5.6
O=C(NCCc1ccc(Cl)cc1)C1CC(=O)N(C2CCCCC2)C1 (stereo not drawn)	1.2	5.7	14.5	1.0	-4.9	-10.0	-16.6	-0.2	0.7
Cc1ncc(S(=O)(=O)C(C)(C)C)c(N)n1	9.7	-1.8	-21.6	11.4	-2.7	-3.1	-2.5	0.4	-4.9
OC(c1ccccc1)c1nc(-c2ccc(F)c(Cl)c2)cs1 (stereo not drawn)	3.2	0.3	-15.1	10.3	0.8	.	-9.7	1.1	.
CCCC(=O)NCCc1cc2ccc(C)c(C)c2[nH]c1=O	0.5	-2.5	9.3	2.2	-4.3	-8.2	-11.7	0.2	-1.1
COC(=O)c1ccc(C(=O)OC)c(NC(=S)N2CCCC2)c1	0.7	-2.3	-6.3	-1.6	-9.9	4.9	-7.5	-0.1	-4.1
Cc1cc(O)cc(=O)n1Cc1ccco1	9.2	-1.4	7.9	5.1	-2.2	-3.8	-7.2	-0.4	-7.0
Cc1nc(N2CCN(c3ccc(Cl)cc3)CC2)[nH]c(=O)c1C	1.1	-2.1	-12.7	2.4	5.5	-4.0	-3.6	0.4	0.5
CCN(C[C@H]1N[C@@](Cc2ccccc2)(C(=O)OC)[C@H]2C(=O)N(Cc3ccccc3)C(=O)[C@@H]12)C(=O)c1ccc(C)cc1	-0.5	4.7	12.5	9.2	-3.5	-27.3	3.6	2.1	0.3
COc1cc(/C=N/NC(=O)C(=O)NCc2ccco2)cc(Cl)c1O	-2.6	-4.9	-10.9	-14.8	-3.7	-7.7	7.5	-0.8	4.0
CC(C(=O)N(C)Cc1cccc(F)c1)N1CCN(S(=O)(=O)c2ccc3c(c2)OCCCO3)CC1 (stereo not drawn)	-1.8	-2.9	-15.8	5.5	8.8	.	-1.5	0.9	.
CCOC(=O)Cc1csc(NC(=O)COc2ccccc2OC)n1	8.1	-1.6	10.2	3.3	-9.2	-16.6	-15.0	1.6	-7.2
Cc1cc(NC(=O)CN2CCC(O)(c3cccc(F)c3)CC2)no1	17.7	-3.2	-2.0	16.8	-6.0	4.9	-17.2	0.6	-5.5
Cc1ccsc1C(=O)NNC(=O)COc1ccc(Br)cc1	1.1	-2.5	-10.4	7.1	-13.6	-9.6	-2.3	0.2	-0.4
Cc1ccc(OCC(=O)N2CCN(C(=O)c3cccc(F)c3)CC2)cc1	0.2	-4.9	-25.9	10.3	-9.3	-8.5	-5.3	0.4	-2.7
